# Assay outcomes (PubChem BioAssay)
# Diaphorase act: counter-screen for diaphorase-based assays: diaphorase activators and chemical reducers; activation factor at 20 µM; Diaphorase/resazurin coupled assay, resorufin fluorescence, 16 min; stronger effect = higher value; 1 = vehicle wells, 0 = NADH-free wells; 190,000 compounds, 0.005% hits;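 active = diaphorase activity raised at least twofold by the compound at 20 µM; inactive = activation factor below 2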
#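 Material: Clostridium kluyveri diaphorase, purified enzyme; Quantity: enzyme 0.07 U/mL final; Medium: HEPES pH 7.4 buffer with MgCl2 and Tween 20; Dosing: single compound dose of 20 µM, 1% DMSO final; Schedule: 16 min reaction at room temperature; Measured by: red resorufin fluorescence at 544/590 nm excitation/emission.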
# TNAP act hiacc: activators of human TNAP at high phosphate acceptor concentration | 200,000 tested, under 10 active | AID 1136 | purified TNAP, CDP-star luminescence, 1 M DEA, 30 min; stronger effect = higher value; 0 = EDTA background, 1 = DMSO-only activity | activation factor at 20 µM;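 active = activation factor at least 2 at 20 µM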
# Target sequence (P05186 whole entry, looked up): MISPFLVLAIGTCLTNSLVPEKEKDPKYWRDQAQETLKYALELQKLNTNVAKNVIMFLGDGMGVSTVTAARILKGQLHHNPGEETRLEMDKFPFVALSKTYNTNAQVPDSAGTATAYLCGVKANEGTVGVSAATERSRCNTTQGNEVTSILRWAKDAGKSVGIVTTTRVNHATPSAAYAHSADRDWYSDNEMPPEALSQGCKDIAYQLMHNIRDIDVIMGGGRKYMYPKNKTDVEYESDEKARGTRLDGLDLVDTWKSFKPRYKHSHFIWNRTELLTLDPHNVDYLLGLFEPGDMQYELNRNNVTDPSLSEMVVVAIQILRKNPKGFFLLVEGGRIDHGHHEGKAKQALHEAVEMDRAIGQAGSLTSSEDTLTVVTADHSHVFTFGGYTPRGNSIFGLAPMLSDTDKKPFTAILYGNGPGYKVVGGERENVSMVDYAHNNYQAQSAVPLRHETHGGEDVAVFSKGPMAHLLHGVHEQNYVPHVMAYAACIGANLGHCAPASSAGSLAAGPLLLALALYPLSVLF
#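 Assay system: human TNAP; Input: enzyme diluted 1/800 final; Reagent: CDP-star luminogenic substrate at 100 µM final; Timing: 30 min, room temperature; Signal: luminescence; Evaluation: TNAP activation factor scaled between EDTA and DMSO control wells.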
# PMI act: increases human mannose-6-phosphate isomerase activity. purified human PMI, coupled resazurin fluorescence, 20 min; stronger effect = higher value; 1 = vehicle control, 0 substrate-free wells. activation factor at 20 µM. 190,000 compounds, 0.005% hits. P34949;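 active = activation factor of 2 or more at 20 µM, relative to plate controls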
# Target sequence (P34949 whole entry, looked up): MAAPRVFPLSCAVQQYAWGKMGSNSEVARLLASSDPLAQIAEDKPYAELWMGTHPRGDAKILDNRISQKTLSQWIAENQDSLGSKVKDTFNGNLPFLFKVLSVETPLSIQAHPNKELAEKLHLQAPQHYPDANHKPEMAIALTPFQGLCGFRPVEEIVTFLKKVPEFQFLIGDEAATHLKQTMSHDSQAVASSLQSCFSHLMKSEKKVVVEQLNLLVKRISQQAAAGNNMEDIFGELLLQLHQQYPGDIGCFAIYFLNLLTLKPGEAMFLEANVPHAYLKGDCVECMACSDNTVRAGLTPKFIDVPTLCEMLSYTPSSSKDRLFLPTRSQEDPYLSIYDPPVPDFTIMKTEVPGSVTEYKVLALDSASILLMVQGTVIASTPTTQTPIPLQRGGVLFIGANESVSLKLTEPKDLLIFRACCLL
# PMI act satM6P: increases human PMI activity with near-saturating mannose 6-phosphate. coupled PMI enzyme assay, resazurin fluorescence, 20 min; stronger effect = higher value; 1 = untreated enzyme, 0 = substrate-free blank. P34949. activation factor at 20 µM. 190,000 compounds, 0.34% hits. AID 1216;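 active = activation factor of 2 or more at 20 µM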
#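 Test system – human PMI in coupled enzyme assay · Timing – 20 min incubation at room temperature · Detection – Diaphorase-driven resazurin-to-resorufin fluorescence, excitation 544, emission 590 nm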
# TNAP inh no acc: blocks human TNAP activity with no phosphate acceptor present; P05186; purified TNAP, CDP-star luminescence, 30 min; inhibition, % at 20 µM; 200,000 compounds, 0.26% hits; AID 1012;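 active = tissue-nonspecific alkaline phosphatase inhibition above about 50% at 20 µM in the single-dose screen, limit read from the data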;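 note: 0% = DMSO negative control and 100% = EDTA positive control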
# bIAP inh: intestinal alkaline phosphatase (bovine) inhibition; inhibition, % at 20 µM; purified bovine IAP, CDP-star luminescence, 30 min; 190,000 tested, under 10 active;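 active = over 50% inhibition of intestinal alkaline phosphatase at 20 µM in the single-dose screen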
#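 Incubation: 30 min reaction at room temperature / Material: purified bovine intestinal alkaline phosphatase (IAP) enzyme / Input: enzyme at 1/65,000,000 dilution / Dosing: 20 µM single dose / Signal: CDP-star luminescence signal / Reagent: CDP-star chemiluminescent phosphatase substrate, 30 µM final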
# Lmaj promast: reduces viability of Leishmania major promastigotes; resazurin fluorescence viability; 200,000 compounds, 9% hits; inhibition, % at 10 µM; in the data active = inhibition above about 50%;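 note: promastigotes grown with compound for 44 hours at 28 °C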
# Diaph inh CS: inhibits diaphorase or chemically oxidizes, flagging diaphorase assay artifacts | diaphorase resazurin-to-resorufin fluorescence, NADH, 16 min; bacterial (C. kluyveri) enzyme, not human | inhibition, % at 20 µM | 190,000 compounds, 0.69% hits | AID 1217;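 active = primary screen inhibition at 20 µM above a set limit, cut at about 50% in these data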;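 note: plate controls were DMSO with full reaction for no effect and wells lacking NADH for full effect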
#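 Benchmarks: positive control wells lacking NADH, neutral wells with DMSO only. System: bacterial diaphorase enzyme (C. kluyveri). Input: 0.14 U/mL diaphorase, enzyme working solution. Detection: resorufin fluorescence, excitation 544 nm, emission 590 nm. Times: 16-min room-temperature incubation before reading.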
# bIAP activator: intestinal alkaline phosphatase (bovine) activation. 200,000 compounds, 0.17% hits. AID 1016. purified bovine IAP, CDP-star luminescence, 30 min; stronger effect = higher value; fold of DMSO-control signal, blank-subtracted. activation factor at 20 µM;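 active = activation factor of 2 or more at 20 µM, a signal rise over negative controls twice the positive control's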
# TNAP inh hiacc: TNAP (human) inhibition, high acceptor | purified TNAP, CDP-star luminescence, 1 M DEA | inhibition, % at 20 µM | 200,000 compounds, 0.03% hits;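 active = over 50% inhibition of tissue-nonspecific alkaline phosphatase at 20 µM in the single-dose screen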;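 note: plate controls were DMSO wells for no effect and EDTA-quenched wells as full inhibition for full effect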
# An asterisk follows results filed as active; · = no result given.
canonical_smiles,Diaphorase act,TNAP act hiacc,PMI act,PMI act satM6P,TNAP inh no acc,bIAP inh,Lmaj promast,Diaph inh CS,bIAP activator,TNAP inh hiacc
CCOC(=O)c1sc(=N)n(-c2ccc(OC)cc2)c1C,0.8,1.1,0.9,0.9,-11,8,8,15,0.9,-5
Cn1c(C(=O)NCCCN2CCOCC2)cc2c(=O)n(C)c3ccccc3c21,0.8,1,1,1,-17,-8,15,17,1.1,-4
COc1ccc(C)cc1Nc1cc(C)nc2ncnn12,1,1,1.1,1,-1,9,-5,4,0.9,0
COc1ccc(/C=N/NC(=S)NC2CCS(=O)(=O)C2)cc1OC (configuration not stated),0.9,1,0.9,0.9,-2,4,-6,14,1,-1
Cc1nn(C)c(Sc2ccccc2N)c1[N+](=O)[O-],0.8,1,1,0.9,-1,13,5,15,0.9,3
COc1cccc(NC(=O)CC(C)=O)c1,1.1,1,1.1,1,-8,14,-1,-6,0.9,-2
COc1ccc(C(c2nnnn2C2CCCCC2)N2CCN(c3ccccc3)CC2)cc1 (configuration not stated),0.9,1.1,0.9,1,-8,-13,84*,6,1.1,-6
COc1ccc(C)c(Cn2c(-c3nonc3N)nc3ccccc32)c1,0.9,1,1,1,-8,14,10,10,0.9,-1
Cc1c(Cl)cccc1NC(=S)NN1CCOCC1,0.9,1.1,1,1,-15,14,-5,12,0.9,-6
CCOc1ncccc1C(=O)OCc1c(F)cccc1Cl,1,1,1,1.1,-8,9,14,-2,0.9,-4
O=C(O)c1cccc(N/N=C/C2=C(Cl)c3cc(Cl)ccc3SC2)c1,0.8,0.9,1.7,2.5*,2,6,-13,17,0.9,6
C[N+](C)(C)CCCNC(=O)c1ccc(/C=N/O)nc1,1,1,0.2,0.8,-9,26,-8,3,0.7,-2
COc1ccc(Cl)cc1NC(=O)COC(=O)CCNC(C)=O,1,1.1,1.2,1.1,6,9,-7,-2,0.9,-8
CCn1c(SCC(=O)c2ccc(Cl)s2)nnc1-c1cccs1,0.9,1,1.1,1.1,-7,14,9,10,0.9,-4
COc1cc(/C=N/n2cnnc2)ccc1OCCOc1ccccc1,0.9,1,1,1,-11,5,37,7,1,-3
O=C(Nc1ccc(Cl)cc1)C1CCC(=O)N1Cc1ccccc1Cl (configuration not stated),1,1,1.1,1.1,-9,-6,4,-2,1.1,-2
CC(C(N)=O)N1c2cccc3cccc(c23)S1(=O)=O (configuration not stated),0.8,1,0.9,0.7,-8,1,-3,18,1,-2
O=C(NCCC1=CCCCC1)C1CCN(S(=O)(=O)c2cccc3cccnc23)CC1,0.8,1,0.9,1,-5,2,1,20,1,-4
O=C(NCc1ccccc1)NC1CCCCC1,0.8,1,0.9,0.9,-12,2,-3,18,1,-4
Cc1cc2cc(CN(CCCN3CCOCC3)C(=O)NC3CCCCC3)c(=O)[nH]c2cc1C,1,0.9,1,1,-2,-10,-2,5,1.1,6
CC(C)c1ccc(CNc2ccc([N+](=O)[O-])cn2)cc1,0.7,1,0.7,0.8,-8,24,16,32,0.8,-5
CNC(=O)CCCCCNS(=O)(=O)c1ccc(C)cc1,0.9,1,1.1,1,-8,6,-4,12,0.9,2
NC(=O)C1CCN(c2ccnc3cc(Cl)ccc23)CC1,1,1,1,1,-11,0,13,5,1,-4
NC1=NC2(CCCCCC2)n2c(nc3ccccc32)N1,0.9,1.1,1,1,-22,-46,19,10,1.5,-6
COc1ccc(C2C(C#N)=C(N)N(c3cccnc3)C3=C2C(=O)CC(C)(C)C3)cc1OC (configuration not stated),0.8,1,0.9,0.6,-5,15,-8,24,0.9,1
CN(C)c1ccc(NC(=O)c2cccc(N3C(=O)CCC3=O)c2)cc1,0.8,1,0.9,0.8,-5,-2,-8,17,1,-1
COc1ccc(C(=O)NCC(=O)OCC(=O)N2CCN(S(=O)(=O)c3ccccc3)CC2)cc1,0.9,1,1.1,1.1,7,-17,-9,6,1.2,-1
COC(=O)C1=C(C)NC2=C(C(=O)CCC2)C1c1cccc(C)n1 (configuration not stated),1,1.1,1,1.1,-4,-8,-7,1,1.1,-9
CC(C)CC1NC(=O)N(CC(=O)N2c3ccccc3NC(=O)C2(C)C)C1=O (configuration not stated),0.9,1,0.9,0.9,0,0,-4,8,1,1
O=C(c1ccc(F)cc1)N(NC(=O)C(O)(c1ccccc1)c1ccccc1)c1ccccc1,0.9,1,0.8,0.9,2,7,66*,10,0.9,2

# Compounds listed so far with two or more sulfur atoms:
canonical_smiles,Diaphorase act,TNAP act hiacc,PMI act,PMI act satM6P,TNAP inh no acc,bIAP inh,Lmaj promast,Diaph inh CS,bIAP activator,TNAP inh hiacc
COc1ccc(/C=N/NC(=S)NC2CCS(=O)(=O)C2)cc1OC (configuration not stated),0.9,1,0.9,0.9,-2,4,-6,14,1,-1
CCn1c(SCC(=O)c2ccc(Cl)s2)nnc1-c1cccs1,0.9,1,1.1,1.1,-7,14,9,10,0.9,-4

# Next part.
canonical_smiles,Diaphorase act,TNAP act hiacc,PMI act,PMI act satM6P,TNAP inh no acc,bIAP inh,Lmaj promast,Diaph inh CS,bIAP activator,TNAP inh hiacc
Cc1ccccc1NS(=O)(=O)c1cc(S(C)(=O)=O)ccc1Cl,0.9,1.1,1,1,-11,1,-4,6,1,-7
COc1ccc(CCN2C(=O)CC(NNC(=O)c3cccc(O)c3)C2=O)cc1 (configuration not stated),0.9,0.9,0.9,0.9,-1,8,44,8,0.9,9
O=C(Nc1ccccc1)N(Cc1cccnc1)Cc1ccco1,1,1,1,1,-10,0,4,5,1,-1
CC(C)C(C(=O)NCc1ccco1)N(C(=O)CNS(=O)(=O)c1ccccc1)c1ccccc1 (configuration not stated),1,1.1,1,1.1,-11,-2,17,0,1,-6
Cc1cc(OCC(=O)C(C)(C)C)c2c(C)c(C)c(=O)oc2c1,0.9,1,1,1,-11,7,13,14,0.9,-3
CCOCN(C(=O)Cn1c(CO)nc2ccccc21)c1c(C)cccc1CC,0.7,1.1,1,1,-11,0,2,25,1,-9
CC(C)(C)c1nnc2cccc(Cl)n12,1,1,1,0.9,-3,5,-2,2,0.9,-2
CCN(CC)C(=O)CSc1nnc(-c2ccc(O)cc2)n1CC1CCCO1 (configuration not stated),0.9,1,0.9,0.9,-5,6,0,8,0.9,-2
Cc1cc(C=O)c(C)n1-c1ccc(Oc2ccc([N+](=O)[O-])cn2)cc1,0.9,1,1,1,-4,-26,6,9,1.3,4
O=C(Nc1ccc(N2CCCCC2)c(Cl)c1)c1ccc2c(c1)OCCO2,0.8,1,0.9,1,-7,10,15,16,0.9,-1
Cc1ccc(-c2ccc(C(=O)NCc3ccc(Cl)cc3)o2)c2ccccc12,0.9,1,1.4,1.1,-4,19,7,14,0.8,2
O=C(c1ccco1)c1nnn(Cc2ccccc2)c1-c1ccccc1,1,1.1,1.1,1,-5,10,10,4,0.9,-6
C=CCn1cnc2c(nnn2-c2ccc(Cl)cc2)c1=O,1,1,1.1,1.1,-12,-21,-10,-3,1.2,-4
Cc1ccc(C)c2[nH]c(=O)c(CCNC(=O)c3ccco3)cc12,1,1.1,1.1,1,-13,-18,-6,-5,1.2,-5
COc1cc(OC)cc(-c2cc(N)n(S(=O)(=O)Cc3ccccc3)n2)c1,0.8,1.1,0.9,1,-20,35,6,21,0.7,-9
Cc1ccc(NC(=O)CSc2nc(N)cc(=O)[nH]2)cc1Cl,0.8,1.1,1,1,-5,1,5,15,1,-6
O=C(c1cccs1)N1CCN(Cc2ccccc2)CC1,1,1,1.2,1.1,-5,3,-9,4,1,-5
Cc1cccc(C)c1NC(=O)COn1nnc2ccc(C(F)(F)F)cc21,0.9,1,1,1.1,-11,24,5,7,0.8,-3
O=C(CCCOc1ccc(Cl)cc1)Nc1nncs1,0.9,1.1,1.1,1,-14,2,-3,12,1,-9
C/C=C(\C)CN1CCN(c2cccc(C)c2C)CC1,1,1,1,1,3,-1,6,4,1,-5
COc1ccc(NC(=S)N2CCN(CCN=CC3=C(O)CC(c4ccccc4)CC3=O)CC2)cc1 (configuration not stated),0.8,1,1,1,0,-23,53*,18,1.2,1
O=C(Cc1cc(=O)[nH][nH]1)N/N=C/c1cccc2ccccc12,0.9,1,0.9,1,-15,-8,-6,9,1.1,-3
O=C(CSc1ccc(-c2cccs2)nn1)N1CCCCCC1,0.9,1,0.9,1,7,11,-3,14,0.9,0
COc1ccc(C)cc1NC(=O)CN(C)S(=O)(=O)c1cnc[nH]1,0.9,1,0.9,1,-3,4,-1,13,1,1
Oc1ccccc1C=NC(c1ccccc1)C(O)c1ccccc1 (configuration not stated),1,1,1.1,1,12,·,4,-2,0.4,0
CCOc1cc(NC(=S)NC)c(OCC)cc1NC(=O)c1ccc(OC)cc1,0.8,1,0.9,0.5,-4,10,16,20,0.9,-3
C/C(=N/NC(=O)c1ccco1)c1ccc(NC(=O)c2ccc(F)cc2)cc1,1.1,1,1.1,1,-7,0,-1,-7,1,-4
COc1ccc(C2(CNC(=O)C(c3ccccc3)c3ccccc3)CCOCC2)cc1OC,1,1,1,1,-2,5,2,4,0.9,2
CN(CC(=O)NCc1ccncc1)S(=O)(=O)c1ccc(Cl)cc1,1,1.1,1,1,-13,-12,-6,5,1.1,-5
Cc1ccccc1OCC(=O)Nc1ccc2c(c1)COC2=O,0.9,1,0.9,0.9,-7,18,-2,11,0.8,0

# Shown field by field: part of the list above.
> COc1ccc(C2(CNC(=O)C(c3ccccc3)c3ccccc3)CCOCC2)cc1OC
  Diaphorase act = 1
  TNAP act hiacc = 1
  PMI act = 1
  PMI act satM6P = 1
  TNAP inh no acc = -2
  bIAP inh = 5
  Lmaj promast = 2
  Diaph inh CS = 4
  bIAP activator = 0.9
  TNAP inh hiacc = 2
> CN(CC(=O)NCc1ccncc1)S(=O)(=O)c1ccc(Cl)cc1
  Diaphorase act = 1
  TNAP act hiacc = 1.1
  PMI act = 1
  PMI act satM6P = 1
  TNAP inh no acc = -13
  bIAP inh = -12
  Lmaj promast = -6
  Diaph inh CS = 5
  bIAP activator = 1.1
  TNAP inh hiacc = -5

# Records above that bear a hit mark in PMI act satM6P.
smiles	TNAP act hiacc	PMI act	PMI act satM6P	TNAP inh no acc	bIAP inh	Diaph inh CS	bIAP activator	TNAP inh hiacc
O=C(O)c1cccc(N/N=C/C2=C(Cl)c3cc(Cl)ccc3SC2)c1	0.9	1.7	2.5*	2	6	17	0.9	6
